# Compound activity as filed in PubChem.
# Growth percent in the NCI-60 one-dose screen (48 h, 10 µM unless noted): 100 = growth as untreated, 0 = no growth, -100 = all killed.
# HOP-62 = HOP-62 NSCLC; 80,000 tested, 3.9% active; AID 1794735
# CCRF-CEM = CCRF-CEM leukemia. 77,000 tested, 7% active. AID 1794778
# MOLT-4 = MOLT-4 leukemia cells; 80,000 tested, 6.9% active
# K-562 = K-562 leukemia | AID 1794777 | 78,000 tested, 7.4% active
# SR = SR leukemia cells. 73,000 tested, 8.7% active. AID 1794780
# EKVX = EKVX NSCLC. 71,000 tested, 3% active. AID 1794765
# RPMI-8226 = RPMI-8226 leukemia cells; 77,000 tested, 7.5% active; AID 1794781
# HOP-92 = HOP-92 NSCLC cells; 71,000 tested, 6.3% active
# * marks the source's active call; other numbers are inactive results; / = no result given; & = joins results of further samples; [ ] = remark or other dose. The calls were made as follows: active = growth percent below 10; inactive = the rest. Outcome played no part in choosing rows; any-hit rate near 13%.
# The first six entries as a preview:
SMILES,HOP-62,CCRF-CEM,MOLT-4,K-562,SR,EKVX,RPMI-8226,HOP-92
O=C(O)/C=C\C(=O)NCCO,107,/,90,90,99,/,101,94
Cn1cnc2nc[nH]c2c1=N,88,98,106,125,112,98,97,99
CCCCn1c(=O)c(/C=C/c2cc(/C=C/c3cc4cc(Cl)ccc4n(CCCC)c3=O)n(-c3ccccc3)n2)cc2cc(Cl)ccc21,83,84,80,76,76,112,98,100
C/C(=N/Nc1nc(N/N=C(/C)c2ccc([N+](=O)[O-])cc2)nc(N2CCOCC2)n1)c1ccc([N+](=O)[O-])cc1,86,62,79,80,113,68,65,64
CC(C)CNS(=O)(=O)c1ncnc2nc[nH]c12,71,67,85,77,71,102,47,96
CNC(C)C(Nc1cc(OC)cc2cccnc12)c1ccccc1 (stereo unspecified),55,99,/,/,/,92,103,64

# Main list, previewed entries included:
SMILES,HOP-62,CCRF-CEM,MOLT-4,K-562,SR,EKVX,RPMI-8226,HOP-92
O=C(O)/C=C\C(=O)NCCO,107,/,90,90,99,/,101,94
Cn1cnc2nc[nH]c2c1=N,88,98,106,125,112,98,97,99
CCCCn1c(=O)c(/C=C/c2cc(/C=C/c3cc4cc(Cl)ccc4n(CCCC)c3=O)n(-c3ccccc3)n2)cc2cc(Cl)ccc21,83,84,80,76,76,112,98,100
C/C(=N/Nc1nc(N/N=C(/C)c2ccc([N+](=O)[O-])cc2)nc(N2CCOCC2)n1)c1ccc([N+](=O)[O-])cc1,86,62,79,80,113,68,65,64
CC(C)CNS(=O)(=O)c1ncnc2nc[nH]c12,71,67,85,77,71,102,47,96
CNC(C)C(Nc1cc(OC)cc2cccnc12)c1ccccc1 (stereo unspecified),55,99,/,/,/,92,103,64
c1cn2cc(-c3ccc4ncn(C5CCCCC5)c4c3)nc(-c3ccc4c(c3)ncn4C3CCCCC3)c2n1,-55*,4.3*,-31*,-4.7*,2.5*,-13*,-38*,/
C[N+](C)(C)CC(=O)N/N=C/CCc1ccccc1,103,106,/,/,/,114,102,71
COc1ccc(F)cc1/C=C/C(=O)/C=C(O)/C=C/c1cc(F)ccc1OC,91,89,73,84,69,106,90,87
CC(C)C(=O)Nc1cccc(C(=O)NC(=S)Nc2ccc(S(N)(=O)=O)cc2)c1,106[100 µM],96[100 µM],105[100 µM],102[100 µM],108[100 µM],109[100 µM],100[100 µM],90[100 µM]
O=C(O)c1ccc(S(=O)(=O)NC2CCCCC2)cc1,87,104,104,105,104,97,110,85
Cc1nc(SCC(=O)NC2CCCC2)c2oc3ccccc3c2n1,101,92,87,61,78,/,/,111
Cc1ccc(-c2nc(C#N)c(N(C)CCO)o2)cc1,106,82,87,100,90,73,100,105
COC(=O)CNC(=O)[C@H](Cc1ccccc1)NCc1ccco1,85,99,106,90,86,107,98,105
CCOC(=O)C1=C(C)/C(=C\c2[nH]c(C)c(C(=O)OCC)c2C)N=C1C,83,4.7*,10.0*,106,12,94,63,103
O=C1CCC(C(=O)NNCCO)N1 (stereo unspecified),114,106,106,99,112,99,106,108
CC1SC(N)=NC1=O (stereo unspecified),79,99,122,112,/,96,97,/
COCOc1ccc(/C=C2\Oc3cc(O)ccc3C2=O)cc1,108,111,99,98,104,96,106,108
CC1(C)O[C@@H]2C[C@H]3[C@@H]4CCC5=CC(=O)C=C[C@]5(C)[C@@]4(F)[C@@H](O)C[C@]3(C)[C@]2(C(=O)CO)O1,98,69,97,111,122,87,55,/
C[C@H](CCC[C@H](C)OS(=O)(=O)c1ccccc1)OS(=O)(=O)c1ccccc1,100,120,115,110,/,95,121,131
COc1ccc2cc(-c3ccc(-c4ccc(C(=N)N)cc4)s3)ccc2c1,93,/,94,40,30,104,91,87
COc1ccc(C(CCc2ccccc2)OC(C)=O)cc1 (stereo unspecified),96,94,101,105,94,114,98,76
CCCCCCCCn1ccc2cc(NC(=O)CN3CCN(c4cc(C)nc(N5CCOCC5)n4)CC3)ccc21,93,84,61,49,97,87,70,58
O=C(CSc1nc2ccccc2c(=O)n1-c1ccccc1)Nc1cccc(C(=O)/C=C/c2cccc(O[N+](=O)[O-])c2)c1,116,106,105,89,87,100,51,115
Brc1sc(Br)c(Br)c1Br,101,118,80,112,88,104,/,98
COCCn1cc(-c2nc(-c3ccsc3)cs2)c2ccccc21,/,/,79,36,64,61,/,/
CC(/C=C1\SC(=S)N(CCC(=O)NCC(=O)O)C1=O)=C\c1ccccc1,99,104,107,106,110,100,104,105
c1ccc2cc(Cn3cc(CSc4nc5ccccc5o4)nn3)ccc2c1,88,104,93,97,106,102,109,125
O=C1CSC(=Nc2ccccc2C(=O)O)N1,104,105,103,115,110,98,108,112
COc1ccc(-c2nc3ccc(-c4nc5ccc(N6CCN(C)CC6)cc5[nH]4)cc3[nH]2)cc1OC,77,52,61,40,/,85,110,90

# Sorted by number of heavy atoms (largest number first): some entries from above
SMILES,HOP-62,CCRF-CEM,MOLT-4,K-562,SR,EKVX,RPMI-8226,HOP-92
CCCCCCCCn1ccc2cc(NC(=O)CN3CCN(c4cc(C)nc(N5CCOCC5)n4)CC3)ccc21,93,84,61,49,97,87,70,58
c1ccc2cc(Cn3cc(CSc4nc5ccccc5o4)nn3)ccc2c1,88,104,93,97,106,102,109,125
Brc1sc(Br)c(Br)c1Br,101,118,80,112,88,104,/,98

# Continuation.
SMILES,HOP-62,CCRF-CEM,MOLT-4,K-562,SR,EKVX,RPMI-8226,HOP-92
O=C1CC(=O)Nc2ccccc2N1,101,101,89,91,107,112,114,108
O=C(Cn1c(-c2cncs2)nc2ccccc21)Nc1ccc2c(c1)OCO2,107,108,106,114,/,/,/,99
Sc1cccc2cccnc12,37,14,22,9.0*,6.6*,29,26,96
CN(C)c1ccc(/C=C2\C=C(c3ccc(Cl)c(Cl)c3)N(C(=O)c3ccccc3)NC2=O)cc1,103,94,/,/,/,81,94,136
COC(=O)[C@H](Cc1ccccc1)NC(=O)[C@]12CCC(C)(C)C[C@H]1C1=CC[C@@H]3[C@@]4(C)Cc5c([nH]c6ccccc56)C(C)(C)[C@@H]4CC[C@@]3(C)[C@]1(C)CC2,105,83,88,85,83,101,93,92
O=C(C(=Cn1c(=S)[nH]c2ccc([N+](=O)[O-])cc21)C(=O)c1ccccc1)c1ccccc1,100,/,99,103,82,93,/,/
O=c1nc(Nc2ccc([N+](=O)[O-])cc2O)sc2ccccc12,47,17,31,13,24,38,3.3*,-0.1*
O=[N+]([O-])c1ccc2c(Cl)[nH]nc2c1,98,97,81,101,96,96,97,/
Oc1ccc(Cc2ccccc2Cl)c(O)c1,92,94,89,92,96,96,87,89
COc1ccc(-c2nc(SCCC(C)C)nc(N/N=C(/C)c3ccc(Cl)cc3Cl)c2C#N)cc1,93,97,89,93,89,95,93,71
Cc1ccc(-n2cc3c(-c4cc5c(ccc6ccccc65)oc4=O)nnc(C)c3n2)cc1,/,51,61,80,53,69,74,77
CCCCN1CCN(c2ccc3nc(-c4ccc5nc(-c6ccc(OCC)c(OCC)c6)[nH]c5c4)[nH]c3c2)CC1,-70*,-0.4*,-0.1*,-37*,14,25,-25*,81
NCc1ccccc1O,114,103,103,92,90,/,101,/
Cc1ccc(NC(=O)CNC(C)(C)C)cc1Cl,88,81,91,103,98,90,98,79
Cc1ccc(S(=O)(=O)OCCN(CCOS(=O)(=O)c2ccc(C)cc2)S(=O)(=O)c2ccc(C)cc2)cc1,89,101,85,73,102,93,96,115
O=C(NNC(=O)c1cccc2ccccc12)c1ccc(Cl)cc1Cl,113,92,101,98,109,108,/,80
Cc1c(C(=O)C(SC(=S)N(C)C)SC(=S)N(C)C)nnn1-c1ccc([N+](=O)[O-])cc1,90,61,83,60,29,111,85,100
N#C/C(=C\c1ccco1)c1ccc([N+](=O)[O-])cc1,121,97,103,95,105,89,97,98
O=C(/C=C/c1ccccc1F)c1cccc(OCCCCOc2cccc(C(=O)/C=C/c3ccccc3F)c2)c1,107,104,98,95,98,93,45,127
NCCCOc1cc2ccccc2cc1C(=O)NCCCOc1cc2ccccc2cc1C(=O)Nc1ccc(Cl)cc1O,-100*,-16*,-21*,/,-7.9*,-46*,-18*,-76*
NC(=O)Nc1ccc(Nc2ccccc2)cc1,88,72,73,91,101,90,81,52
O=C1C=CC(=O)N1c1ccc2ccccc2c1,101,33&41,37&50,36&47,63&41,95&112,81&105,84&82
COc1ncnc2c1ncn2CC#CCCl,122,87,94,99,85,/,114,/
O=C1CSCCN1,86,99,117,97,89,103,92,102
COc1ccc(-c2cncn2-c2ccc(-c3nc4ccc(F)cc4s3)cc2)cc1OC,89,65,39,52,60,59,29,53
CC(=O)Nc1ccc(Cl)cc1C(N)=O,103,106,101,104,90,99,108,111
CCOC(=S)SCCC(=O)O,109,/,114,106,96,/,105,/
O=S(=O)(NCCNc1nccc(-c2c(-c3ccccc3)nc3occn23)n1)c1ccc(C(F)(F)F)cc1,94,89,74,81,83,93,82,100
c1ccc(-c2cc(-c3nnc(SCCN4CCOCC4)n3-c3ccccc3)c3ccccc3n2)cc1,102,105,96,101,98,96,103,113
COc1ccc(/C=C2\SC(=S)N(/C=C3\C(=O)N(c4ccccc4)N=C3C)C2=O)cc1OC,60,92,94,88,58,93,86,19
COc1ccc([N+](=O)[O-])c(S(=O)(=O)c2ccc(Cl)cc2)n1,95,-12*,2.6*,7.7*,-16*,/,35,63
CCn1c(=O)c(/C=N/Nc2nc(-c3ccccc3)cs2)c(O)c2ccccc21,101,97,108,101,105,98,104,117
CC(CC(O)CCCN(C)C)CC(C)(C)C (stereo unspecified),105,111,83,95,97,101,108,104
CC(C)(C)c1ccc(C(=O)N/N=C2\c3ccccc3-c3cccc(C(=O)O)c32)cc1,108,93,98,102,117,98,96,92
CCOC(=O)c1c(C)oc2ncnc(Nc3ccc(OCc4ccccn4)c(Cl)c3)c12,101,111,123,101,89,100,112,104
Cc1cccc(Nc2nc(N)nc(N)c2N=O)c1C,102,107,112,115,106,94,110,101
COc1ccc(N/N=C2\CCCc3ccccc3C2=O)cc1,93,95,42,92,77,72,60,31
Cc1cc(=O)n(-c2ccc(F)cc2)[nH]1,/,/,100,99,97,/,94,/
COc1cccc(-c2nc3sccn3c2-c2ccccc2)c1,107,98,96,93,99,86,109,90
COc1ccc(NC(=O)N/N=C/c2c[nH]c3ccccc23)cc1,44,21,21,18,23,43,25,70
COC(=O)c1ccc(C2Nc3ccc(S(=O)(=O)Nc4ccc(C)c(C)c4)cc3C3OCCC23)cc1 (stereo unspecified),87,74,61,41,/,58,/,66
Clc1cccc(N=C2CCCCC2)c1,88,102,97,97,98,100,98,92
O=C(NN1C(=O)/C(=C/C=C/c2ccc([N+](=O)[O-])o2)SC1=S)c1ccccc1O,-53*,5.0*,6.9*,7.2*,3.4*,-94*,-4.2*,/
O=[N+]([O-])c1ccc2[nH]c(=S)[nH]c2c1,114,101,73,117,94,79,93,102
COc1cc(NC(=O)c2sc3nc4c(cc3c2N)C(=O)CCC4)cc(OC)c1,42,82,92,81,75,/,98,/
CC(=O)CC(=O)Nc1ccc(-c2ccc(NC(=O)CC(C)=O)c(C)c2)cc1C,95,91,76,84,76,107,91,104
NC(=O)c1csc(CCNC(=O)c2ccccc2)n1,115&99,99&83,97&94,86&107,94&88,98,94&96,82&100
CCC(C#N)NC1CCN(Cc2ccccc2)CC1 (stereo unspecified),130,108,96,91,/,116,105,117
Cc1ccc(/C=C(\C#N)C(=O)Nc2ncc(Cc3cc(Cl)ccc3Cl)s2)o1,42,55,41,25,90,60,49,77
CC(=O)N1N=C(c2ccc(Br)cc2)CC1c1cn(-c2ccccc2)nc1-c1ccc(OCc2ccccc2)cc1 (stereo unspecified),86,103,85,92,81,90,97,99
O=C1C2C3C=CC(O3)C2C(=O)N1/N=C/c1cccc2ccccc12 (stereo unspecified),107,111,119,120,100,109,109,106
O=c1[nH]cc(Cl)cc1O,103,49,92,48,76,82,70,/
O=C(CC(=O)N/N=C/c1ccc2c(c1)CCC2)N/N=C/c1ccc2c(c1)CCC2,94,97&91,96,92,88&71,94,95&110,97
Cc1c(-c2csc(N/N=C/c3ccc(N(C)C)cc3)n2)nnn1-c1ccc([N+](=O)[O-])cc1,96,72,87,85,92,105,91,87
CS(CCCCN=C=S)=NC(=O)c1c(F)c(F)c(F)c(F)c1F (stereo unspecified),109,37,66,23,2.7*,98,10,81
CC(=O)NC(=O)NC(C)=O,116,94,102,116,95,/,99,/
COc1ccc2nc3cc(Cl)ccc3c(Nc3ccc([N+](=O)[O-])cc3)c2c1,92,80,69,63,65,75,58,/
CC(C)=CCC/C(C)=C/CN1CCN(C/C=C(\C)CCC=C(C)C)C1=O,101,98,92,86,95,110,113,120
CCSc1nc(N)nc2c1ncn2C1OC(CO)C(O)C1O (stereo unspecified),/,111,124,116,108,111,104,103
CCOC(=O)c1cn(CC)c2cc(N3CCCCC3)c(F)cc2c1=O,98,109,103,101,101,/,109,121

# (more compounds)
SMILES,HOP-62,CCRF-CEM,MOLT-4,K-562,SR,EKVX,RPMI-8226,HOP-92
O=C(CBr)c1cccc2c1ccc1ccccc12,134,56,83,88,90,74,96,/
CO/N=C(/C(=O)N[C@@H]1C(=O)N2C(C(=O)O)=C(COC(C)=O)CS[C@H]12)c1csc(N)n1,109,93,89,115,99,109,100,97
CC(=O)Nc1cccc(O)c1,102,98,/,109,/,98,/,99
C1COC(C2OCCO2)C1 (stereo unspecified),122,98,94,88,92,/,101,/
COc1ccc(/C=C/C(=O)c2ccc(-c3cc4ccccc4oc3=O)nc2C)cc1,100,100,99,91,86,94,102,92
O=C1C=CC(=O)N1c1ccc2c(c1)Cc1cc(Cl)ccc1-2,87,69,62,84,69,101,103,83
CC(C)(C)N/N=C(\C(=O)Nc1nc(=S)[nH][nH]1)C1C(=O)Nc2ccccc2S1=O (stereo unspecified),/,100,102,108,102,87,95,84
